Source: PubChem BioAssay (The Scripps Research Institute Molecular Screening Center)
PAFAH2 inh: PAFAH2 (human) inhibition | 340,000 tested, 0.99% active | AID 492956 | inhibition, % at 3.39 µM | Q99487 | recombinant PAFAH2, FP-rhodamine activity probe, fluorescence polarization;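 active means inhibition above the mean over all tested compounds plus 3 SD, cut at about 30% in these data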;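 further: inhibitors block probe labeling of enzyme so polarization drops; 0% = enzyme with DMSO and 100% = wells lacking PAFAH2 protein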
AHR act: human AHR activation; P35869; AHR-responsive luciferase reporter cells, luminescence; activation, % at 5 µM; 320,000 tested, 2.5% active; in the data active means activation above about 47%;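 further: 0% = vehicle wells and 100% = reference agonist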
Target sequence (P35869 whole entry, looked up): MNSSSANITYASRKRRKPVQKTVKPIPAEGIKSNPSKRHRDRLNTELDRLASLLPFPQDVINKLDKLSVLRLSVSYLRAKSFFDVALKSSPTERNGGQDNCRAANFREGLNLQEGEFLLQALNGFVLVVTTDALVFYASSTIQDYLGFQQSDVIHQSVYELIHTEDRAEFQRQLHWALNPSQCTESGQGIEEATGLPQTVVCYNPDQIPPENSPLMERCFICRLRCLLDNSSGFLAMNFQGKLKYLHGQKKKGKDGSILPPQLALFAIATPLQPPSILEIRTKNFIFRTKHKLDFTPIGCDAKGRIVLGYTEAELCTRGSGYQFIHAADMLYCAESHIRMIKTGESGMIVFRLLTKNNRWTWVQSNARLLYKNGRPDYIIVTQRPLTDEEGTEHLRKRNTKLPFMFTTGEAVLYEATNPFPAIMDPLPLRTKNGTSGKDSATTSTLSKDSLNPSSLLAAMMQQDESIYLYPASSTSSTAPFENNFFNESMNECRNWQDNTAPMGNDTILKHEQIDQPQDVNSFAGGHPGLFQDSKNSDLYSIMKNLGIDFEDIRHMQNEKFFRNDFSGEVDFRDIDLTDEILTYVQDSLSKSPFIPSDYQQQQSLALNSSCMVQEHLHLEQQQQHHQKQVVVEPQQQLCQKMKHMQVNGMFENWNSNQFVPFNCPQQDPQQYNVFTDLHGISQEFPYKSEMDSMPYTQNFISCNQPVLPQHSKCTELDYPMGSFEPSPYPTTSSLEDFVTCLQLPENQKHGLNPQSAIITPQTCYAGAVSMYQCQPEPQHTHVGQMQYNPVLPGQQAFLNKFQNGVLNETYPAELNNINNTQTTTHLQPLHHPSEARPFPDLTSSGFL
core dimer inh: blocks dimerization of HCV core protein | TR-FRET GST/Flag-core106 dimerization, 1536-well | inhibition, % at 5 µM | 300,000 tested, 0.33% active | AID 1899;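 active means inhibition above the mean of all tested compounds plus 3 SD, set per screening campaign, cut at about 45% in these data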
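test system = GST/Flag-tagged HCV core106 proteins | probe or stimulus = Eu donor and XL665 acceptor anti-tag antibodies | times = compound-protein-antibody incubation 4 h at 22.5 °C | signal = TR-FRET, excitation 340 nm, emission 617 and 671 nm | measure = percent inhibition of core106 dimerization signal | controls = wells lacking GST-core106 and wells with excess unlabelled core106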
TPT1 inhibitor: inhibitors of Candida albicans tRNA 2'-phosphotransferase TPT1. inhibition, % at 5 µM. recombinant caTPT1, FP RNA substrate dephosphorylation. AID 1962. 300,000 tested, 0.81% active;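 active means inhibition above the mean of all tested compounds plus 3 SD, set per screening campaign, cut at about 24% in these data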;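 further: plate controls were DMSO alone for no effect and ferristatin control at 100 nM for full effect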
PP5 inh: PP5 (human) phosphatase inhibition; P53041; purified PP5c, OMFP substrate fluorescence; inhibition, % at 6.7 µM; 320,000 tested, 0.18% active;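 active means inhibition above the campaign's mean inhibition across all tested compounds plus 3 SD, cut at about 9.5% in these data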;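 further: 0% = DMSO only and 100% = 100 µM cantharidin control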
proCasp7 act: activates human procaspase-7, counter-screen for procaspase-3 activators | P55210 | recombinant procaspase-7, Ac-DEVD-pNA absorbance 405 nm; D23A/D198A/D206A triple mutant, cannot self-cleave; scale: DMSO 0, 5 µM enzyme 100 | activation, % at 8.5 µM | 330,000 tested, 0.093% active;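 active means percent activation above the screen-wide mean plus 3 SD, cut at about 25% in these data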
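Assay system: Uncleavable procaspase-7 mutant enzyme / Input: 2 µM procaspase-7 mutant as dispensed / Dosing: single nominal 8.5 µM compound dose, 0.8% DMSO final / Timing: 1 h enzyme–compound preincubation and 2 h substrate reaction, both 25 °C / Detection: p-Nitroaniline absorbance at 405 nm, read at 0 and 120 min / Replication: singlicate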
PP1 inh: PP1-alpha (human) inhibition in PP5 counter-screen. purified PP1alpha, OMFP fluorescence. 320,000 tested, 0.9% active. inhibition, % at 6.7 µM;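 active means inhibition above the mean inhibition of all tested compounds plus 3 SD, computed separately for each screening campaign, cut at about 15% in these data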
Fh CTSL1 inh: counter-screen for PFM18AAP inhibitors: inhibitors of F. hepatica cathepsin L1; recombinant F. hepatica cathepsin L1, Z-Leu-Arg-MCA fluorescence; inhibition, % at 5.96 µM; 300,000 tested, 0.49% active;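 active means inhibition above the mean of all tested compounds plus 3 SD, set per screening campaign, cut at about 17% in these data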;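 further: 0% = plate median of test compound wells and 100% = 1 µM Z-Phe-Ala-diazomethylketone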
proCasp3 act: procaspase-3 (human) activation; P42574; recombinant procaspase-3 D3A, Ac-DEVD-pNA absorbance 405 nm; activation, % at 8.5 µM; 330,000 tested, 0.11% active; AID 463141;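 active means activation above the mean of all tested compounds plus 3 SD, cut at about 21% in these data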;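 further: 0% = DMSO alone and 100% = DMSO wells spiked with extra 5 µM PC-3 D3A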
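Assay system – Procaspase-3 D3A mutant, all three cleavage aspartates alanine · Controls – DMSO-only low control, 5 µM PC-3 D3A high control · Schedule – 1 h compound preincubation, 2 h substrate hydrolysis at 25 °C · Signal – 405 nm absorbance of p-nitroaniline, reads at 0 and 120 min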
* = called active by the depositor; / = no result given.

compound	AHR act	proCasp3 act	proCasp7 act	PP1 inh	PAFAH2 inh	Fh CTSL1 inh	core dimer inh	TPT1 inhibitor	PP5 inh
Cc1c(C(=O)NC2CCCc3ccccc32)oc2ccc(S(=O)(=O)N3CCCCC3)cc12 (stereo not drawn)	-2	0	0	-2	-12	1	7	-1	1.2
Cc1cc(NC(=O)c2ccccc2C)ccc1NC(=O)c1ccccc1Cl	18	12	7	8	-1	-2	-4	-2	3.2
COc1ccc(OC)c(C2C(C#N)=C(N)Oc3cc(C)[nH]c(=O)c32)c1 (stereo not drawn)	-2	4	-5	-1	-4	0	-1	2	4.1
Cc1nn(C)c(Cl)c1CN1CCCC(C(=O)Nc2ccc(-c3cscn3)cc2)C1 (stereo not drawn)	4	3	5	-2	-6	0	14	0	2.5
CCOc1ncccc1C(=O)OCC(=O)Nc1cc(S(=O)(=O)N(CC)CC)ccc1C	-1	-1	-1	-2	65*	-11	1	3	2.0
CC(/C=N/Nc1nc(N2CCCCC2)nc(N2CCCCC2)n1)=C\c1ccccc1	1	-2	3	-1	7	5	6	0	-0.1
CN(Cc1ccccc1)C(=O)c1ccc2c(c1)S(=O)(=O)N=C1CCCCCN12	-1	7	9	/	5	/	/	/	/
COc1ccc(S(=O)(=O)Nc2ccc3oc(C)c(C(=O)O)c3c2)cc1	-2	6	2	-4	-5	-5	1	-1	-0.5
CCOc1cc(OCC)cc(C(=O)NC(=S)Nc2cccc(C(F)(F)F)c2)c1	10	3	0	1	-5	-2	3	1	3.2
Cc1ccc(NC(=O)CCCC(=O)OC(C)C(=O)c2ccccc2)cc1 (stereo not drawn)	-1	6	8	-1	-6	-13	0	-4	-0.4
CCN(c1ccccc1)S(=O)(=O)c1cc(C(=O)OC(C)C(=O)Nc2ccc3c(c2)OCCO3)ccc1C (stereo not drawn)	0	2	6	1	-10	0	14	-3	1.1
COc1cc(C(=O)NCC(=O)OCC(=O)Nc2nnc(-c3ccccc3)o2)cc(OC)c1OC	6	-10	0	-3	6	1	4	0	-2.5
CCCNC(=O)Cn1cnc2sc(C(=O)N3CCN(CCC)CC3)c(C)c2c1=O	1	8	-1	-2	-18	1	1	-10	-1.4
Cc1ccc(S(=O)(=O)N2CCC(=O)N2)cc1	0	-12	-5	-5	-6	-8	-7	16	0.8
Cc1ccc(OCC(=O)N/N=C\c2cccn2C)c([N+](=O)[O-])c1	6	-2	-1	0	7	0	0	-1	2.0
CCN(CC)S(=O)(=O)c1ccc2c(c1)c(=O)c(C(=O)NCCc1ccccc1)cn2C	5	-6	1	-1	-4	0	6	-2	-0.5
COc1ccc(/C(=N/OC(C)=O)c2nccc3cc(OC)c(OC)cc23)cc1OC	1	-4	0	0	-4	-22	-2	1	-0.7
O=C(CSc1ncnc2c1sc1ccccc12)Nc1ccc(Br)cc1	13	4	-3	-1	7	-2	7	-2	1.1
O=S1(=O)N=C(N2CCN(Cc3ccc4c(c3)OCO4)CC2)c2ccccc21	0	3	4	-4	0	3	-2	1	0.7
COC(=O)c1ccc(SC2CCCCC2)c([N+](=O)[O-])c1	0	-2	7	0	5	1	0	0	1.8

Part of the list above, showing only PP5 inh and proCasp7 act:
mol | PP5 inh | proCasp7 act
COc1ccc(OC)c(C2C(C#N)=C(N)Oc3cc(C)[nH]c(=O)c32)c1 (stereo not drawn) | 4.1 | -5
Cc1nn(C)c(Cl)c1CN1CCCC(C(=O)Nc2ccc(-c3cscn3)cc2)C1 (stereo not drawn) | 2.5 | 5
CCOc1ncccc1C(=O)OCC(=O)Nc1cc(S(=O)(=O)N(CC)CC)ccc1C | 2.0 | -1
CC(/C=N/Nc1nc(N2CCCCC2)nc(N2CCCCC2)n1)=C\c1ccccc1 | -0.1 | 3
CN(Cc1ccccc1)C(=O)c1ccc2c(c1)S(=O)(=O)N=C1CCCCCN12 | / | 9

Next records.
compound	AHR act	proCasp3 act	proCasp7 act	PP1 inh	PAFAH2 inh	Fh CTSL1 inh	core dimer inh	TPT1 inhibitor	PP5 inh
O=C(c1ccc(Cl)cc1)c1ccc(OCC(O)CN2CCOCC2)cc1 (stereo not drawn)	0	2	10	-5	-14	-1	5	-1	0.4
Cc1ccc(CNC(=O)CCn2c(=O)oc3ccccc32)cc1	-3	6	3	0	-1	-1	1	-2	-2.6
CC1=C(C(=O)OC(C)C)C(c2cccc([N+](=O)[O-])c2)n2c(cc(=O)[nH]c2=S)N1 (stereo not drawn)	0	-2	-10	6	-1	1	3	0	1.9
CCOC(=O)c1ccc(NS(=O)(=O)c2c(C)[nH]c(C)c2C(=O)N2CCCCC2)cc1	12	-2	6	-2	8	-1	-20	-3	-0.1
CCN(Cc1ccccc1)C(c1cc2ccc(C)cc2[nH]c1=O)c1nnnn1CCOC (stereo not drawn)	7	3	-9	0	6	0	1	-3	1.7
O=C(c1cccc(Br)c1)N1CCN(S(=O)(=O)N2CCCCCC2)CC1	0	-6	1	-2	-5	-7	0	0	2.8
CC(=O)NC1(c2cccc(F)c2)CCN(CC(=O)NC2CCCCC2)CC1	2	2	12	2	3	5	2	-7	0.5
CCN(CCNCC(O)COCc1ccc(Cl)cc1)c1cccc(C)c1 (stereo not drawn)	-2	-5	15	3	3	-1	3	1	0.5
C=CCn1c(SCC(=O)Nc2nc(C)cs2)nnc1C(NC(=O)c1ccccc1)C(C)C (stereo not drawn)	2	2	8	-2	8	-1	2	0	0.8
O=C(c1cc2ccccc2oc1=O)N(Cc1ccccc1)C1CCS(=O)(=O)C1 (stereo not drawn)	2	-3	6	-4	0	-1	-1	2	-0.3
Cc1ccc(OCCOc2ccc(Br)cc2)c([N+](=O)[O-])n1	2	0	-2	-2	3	1	1	0	1.2
CC(NC(=O)Nc1ccc(Br)cc1)C(C)(C)C (stereo not drawn)	8	6	3	-1	9	1	-4	-2	2.2
CCCc1cc(=O)oc2cc(C)cc(OC(C)C(=O)NCc3cccnc3)c12 (stereo not drawn)	11	7	3	-4	3	-1	-1	0	1.1
CC1Cn2c(nnc2-c2cc3ccccc3cc2O)S1 (stereo not drawn)	16	5	3	-2	-1	0	-2	4	3.6
CCCCn1c(SCc2cccnc2)nc2c1c(=O)n(C)c(=O)n2C	16	-1	3	1	-6	0	2	0	3.7
COc1ccc(S(=O)(=O)N2CCCCCC2)cc1N(C)S(=O)(=O)c1ccc(Cl)cc1	1	7	9	4	-6	1	11	1	2.0
CS(=O)(=O)Cc1ccc(C(=O)N(CCc2ccccc2)Cc2ccccc2)cc1	0	-3	7	-2	8	3	12	-1	0.3
O=C1COc2ccc(C(=O)/C=C/c3ccccc3)cc2N1	-6	1	-2	-1	8	1	1	1	3.5
COc1ccc(O)c(CN2CCN(CCc3ccccc3)C(CCO)C2)c1 (stereo not drawn)	3	-2	3	-5	-4	2	-2	0	0.1
O=C(CC1S/C(=N/N=C/c2cccs2)NC1=O)Nc1ccc(Cl)cc1 (stereo not drawn)	20	-4	-1	17*	-1	4	9	0	1.5

At a glance, some entries already given.
compound	AHR act	proCasp3 act	proCasp7 act	PP1 inh	PAFAH2 inh	Fh CTSL1 inh	core dimer inh	TPT1 inhibitor	PP5 inh
CCN(Cc1ccccc1)C(c1cc2ccc(C)cc2[nH]c1=O)c1nnnn1CCOC (stereo not drawn)	7	3	-9	0	6	0	1	-3	1.7
O=C(c1cccc(Br)c1)N1CCN(S(=O)(=O)N2CCCCCC2)CC1	0	-6	1	-2	-5	-7	0	0	2.8

Among those listed so far, these contain a furan ring, fused or not.
compound	AHR act	proCasp3 act	proCasp7 act	PP1 inh	PAFAH2 inh	Fh CTSL1 inh	core dimer inh	TPT1 inhibitor	PP5 inh
Cc1c(C(=O)NC2CCCc3ccccc32)oc2ccc(S(=O)(=O)N3CCCCC3)cc12 (stereo not drawn)	-2	0	0	-2	-12	1	7	-1	1.2
COc1ccc(S(=O)(=O)Nc2ccc3oc(C)c(C(=O)O)c3c2)cc1	-2	6	2	-4	-5	-5	1	-1	-0.5

Next records follow.
compound	AHR act	proCasp3 act	proCasp7 act	PP1 inh	PAFAH2 inh	Fh CTSL1 inh	core dimer inh	TPT1 inhibitor	PP5 inh
CCOc1ccccc1C(=O)NCCCn1ccnc1	34	5	-5	-4	-1	-2	-10	-6	-1.3
CCOC(=O)C1(CCCc2ccccc2)CCN(C(=O)C(C)n2cncn2)CC1 (stereo not drawn)	-1	1	-10	-1	3	3	13	3	-2.1
COc1ccc2c(=O)c3c(=O)n(Cc4ccco4)c(C(C)C)nc3oc2c1	21	-11	-3	3	0	8	4	1	2.0
CCCCN(CCCC)CCCNC(=O)Cn1cc2c(n1)-c1c(oc(C(=O)N3CCCC3)c1C)CC2	-1	6	-5	1	3	-5	-5	-4	4.2
O=C(O)CCCNC(=O)Nc1ccccc1	1	6	6	-2	-11	-3	-10	-1	0.7
Cc1ccc(S(=O)(=O)N(C)CCCC(=O)N2CCOCC2)cc1	-2	3	7	-1	3	-5	-2	1	0.9
COCCOc1nc2ccccc2nc1C	-3	7	4	2	-4	1	0	-5	-0.7
O=C(c1ccco1)N1CCN(c2ncnc3c(-c4ccc(Cl)cc4)nsc23)CC1	58*	9	4	1	7	1	3	-1	-0.1
CC(=O)N(CC1CCCO1)c1nnc(-c2cnccn2)s1 (stereo not drawn)	-4	1	14	1	-5	1	1	-5	-0.7
COc1ccc(NC(=O)C(C)SCc2ccccc2)cc1OC (stereo not drawn)	4	1	-1	0	11	2	-1	1	-0.8
COc1ccccc1OCC(=O)Nc1ccc(CSc2ccccc2)cc1C	1	4	-3	8	-12	2	-2	-4	6.0
Cc1nc2ccc(C(=O)O)cc2nc1C	-3	-1	-4	0	17	-2	-6	1	4.1
O=C(Nc1nccs1)c1ccc2c(=O)n3c(nc2c1)CCCCC3	76*	15	8	-2	5	-6	-5	-2	0.5

Reformatted with values under each structure: part of the list above
The line under a structure holds: AHR act	proCasp3 act	proCasp7 act	PP1 inh	PAFAH2 inh	Fh CTSL1 inh	core dimer inh	TPT1 inhibitor	PP5 inh
COc1ccc(NC(=O)C(C)SCc2ccccc2)cc1OC (stereo not drawn)
 : 4	1	-1	0	11	2	-1	1	-0.8
COc1ccccc1OCC(=O)Nc1ccc(CSc2ccccc2)cc1C
 : 1	4	-3	8	-12	2	-2	-4	6.0
Cc1ccc(S(=O)(=O)N(C)CCCC(=O)N2CCOCC2)cc1
 : -2	3	7	-1	3	-5	-2	1	0.9
CCCCN(CCCC)CCCNC(=O)Cn1cc2c(n1)-c1c(oc(C(=O)N3CCCC3)c1C)CC2
 : -1	6	-5	1	3	-5	-5	-4	4.2
